# Source: PubChem BioAssay
# ST2 inh: inhibitors of human ST2 (IL1RL1) binding to IL-33, primary screen, biochemical, AlphaLISA; AID 1259354, 2018; hit rate 2.3% among 78,000; Interleukin-1 receptor-like 1 (Homo sapiens), Q01638; AlphaLISA ST2-Fc/biotin-IL-33 interaction, 1 h; inhibition, % for hits at 17 µM; in the data active means inhibition above about 30%; inconclusive means mostly about 10% to 28%
# Target sequence (Q01638 whole entry, looked up): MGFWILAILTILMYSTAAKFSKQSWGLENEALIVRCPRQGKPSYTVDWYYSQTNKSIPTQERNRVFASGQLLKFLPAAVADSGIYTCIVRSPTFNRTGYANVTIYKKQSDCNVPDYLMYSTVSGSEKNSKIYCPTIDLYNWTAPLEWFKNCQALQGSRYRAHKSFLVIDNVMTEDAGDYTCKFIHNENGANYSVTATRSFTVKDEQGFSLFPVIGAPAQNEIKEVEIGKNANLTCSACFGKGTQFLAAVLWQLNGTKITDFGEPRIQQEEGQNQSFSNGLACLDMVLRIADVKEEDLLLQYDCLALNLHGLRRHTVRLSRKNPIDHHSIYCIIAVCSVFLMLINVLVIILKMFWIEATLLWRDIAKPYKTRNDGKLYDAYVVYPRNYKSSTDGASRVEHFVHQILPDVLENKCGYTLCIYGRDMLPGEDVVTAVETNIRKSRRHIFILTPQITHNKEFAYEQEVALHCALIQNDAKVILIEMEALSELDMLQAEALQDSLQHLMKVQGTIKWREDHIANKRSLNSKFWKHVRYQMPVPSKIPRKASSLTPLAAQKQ
# * = called active by the depositor; i = inactive; u = inconclusive. Only part of the results is shown. The share of hits here may be higher or lower than overall.
SMILES | ST2 inh
COc1ccc(-n2ncc3c(N4CCN(c5ccccc5F)CC4)ncnc32)cc1 | i
CS(=O)(=O)N1CCN(c2ccc([N+](=O)[O-])c(NCCN3CCOCC3)c2)CC1 | i
CNC(=O)C(=O)Nc1ccc(OC)cc1 | i
CCCCNC(=O)CCS(=O)(=O)c1cc(Br)cc2c1N(C(=O)CC)CC2 | i
Cc1ccc(N2COc3ccc(Br)cc3C2)cc1 | u
COc1ccc(NC(=O)C2(S(=O)(=O)c3ccc(Cl)cc3)CC2)cc1OC | i
CCN(CC)Cc1c(O)ccc2c(=O)c(-c3ccccc3OC)coc12 | i
N#Cc1ccc(NC(=O)C2CC(=O)N(c3ccc(Br)cc3)C2)cc1 (centres undefined) | i
O=C(C1CCCC1)N1CCN(c2cccc(Cl)c2)CC1 | i
CC1C2NC(=O)N(CCc3ccccc3)C1(C)Oc1ccc(Br)cc12 (centres undefined) | i
COc1cccc(CN2C(=O)N(CCC(C)C)C3(CCN(Cc4ccsc4)CC3)C2=O)c1 | u
Cc1ccc(NC(=O)c2cccc([N+](=O)[O-])c2)cc1C | i
O=C(O)c1ccc(NS(=O)(=O)c2ccc(NC(=O)c3ccccc3Cl)cc2)cc1 | i
CCCCOc1ccc(C(=O)Nc2ccc(S(=O)(=O)Nc3nccs3)cc2)cc1 | i
O=C1CCCC2=C1C(c1ccc([N+](=O)[O-])cc1)c1c(nc(SCc3ccccc3F)[nH]c1=O)N2 (centres undefined) | i
COc1cccc(-c2cc(C(F)(F)F)c3c(N)c(C(C)=O)sc3n2)c1 | u
CCCOC(=O)CSC1=C(C#N)C(c2ccc(Cl)cc2Cl)CC(=O)N1 (centres undefined) | i
CCOc1cc(C=C2C(=O)OC(C)(c3ccccc3)OC2=O)ccc1O (centres undefined) | i
Cc1ccccc1NC(=O)CC(=O)NC1(c2ccccc2Cl)CC1 | i
N#CC1=C(N)SC(N)=C(C#N)C1c1ccccc1F | u
O=C1CC(N2CCCC(CO)C2)C(=O)N1c1ccccc1 (centres undefined) | i
CN1C[C@@H](NC(=O)COc2ccccc2)C[C@H]1c1nc(-c2ccc(OC(F)(F)F)cc2)no1 | i
O=C(CC1Nc2ccccc2NC1=O)Nc1ccccc1OC(F)F (centres undefined) | i
CC1CC(C)CN(C(=O)C2c3ccccc3C(=O)N3CCc4ccccc4C23)C1 (centres undefined) | i
O=C(CCCOc1ccc(Cl)cc1Cl)N1CCOCC1 | i
N#Cc1sc2nc(-c3cccnc3)ccc2c1N | u
COc1ccc(OCc2cc(C(=O)N3CCCCO3)n[nH]2)c(Cl)c1 | i
Cc1c(Br)c([N+](=O)[O-])nn1CCCC(=O)Nc1sc2c(c1C#N)CCCC2 | u
CCN(CC)C(=O)[C@@H]1C[C@H](n2cc(Cn3c(C)nc4ccccc43)nn2)CN1 | i
O[C@@H]1C[C@H]2CN(c3nc(-c4ccccc4)nc4c3CCC4)C[C@H]2C[C@@H]1O | u
Cn1cc(CC(=O)NCC2(c3ccccc3)CCCC2)c2ccccc21 | i
CCCC1=C(C(=O)OCC)C(c2ccccc2Cl)C(C#N)=C(SC)N1 (centres undefined) | i
CCN1CCN(C(=O)c2ccc(Cl)cc2[N+](=O)[O-])CC1 | i
CN(C)c1nc2c(c(=O)[nH]1)CCN(C(=O)COc1ccccc1Cl)C2 | u
COc1ccc(C(O)=C2C(=O)C(=O)N(CCN3CCNCC3)C2c2ccc(F)cc2)cc1 (centres undefined) | i
CC1=C[C@@H](CNS(=O)(=O)c2ccccc2)[C@H](C(C)C)C[C@H]1CC(=O)N1CCOCC1 | i
Cc1ccnc(SCCn2c(N3CCC(C)CC3)nc3c2c(=O)n(C)c(=O)n3C)n1 | u
CCN1CCN(CCCNC(=O)COc2ccc3c(c2)C(=O)CC(C)(C)O3)CC1 | i
COc1ccc(CN2CC[C@H](c3nnc(-c4ccc(Cl)cc4)o3)C2)cc1 | i
C=CCSc1nnc2c(n1)OC(c1cccc(OC)c1)N(C(C)=O)c1ccccc1-2 (centres undefined) | u
CCn1cc(C(=O)N2CC(C)CC(C)C2)c(=O)c2cc(S(=O)(=O)N3CCCCCC3)ccc21 (centres undefined) | i
CC(C)(C)c1nnc(Nc2ccc3c(c2)OCCO3)[nH]c1=O | i
COc1ccc(Cl)cc1Nc1ncnc2c1cnn2-c1ccccc1 | i
COc1cc(C2C(C(=O)Nc3ccc(C)cn3)=C(C)NC3=C2C(=O)CC(C)(C)C3)ccc1O (centres undefined) | i
COc1ccc(C)cc1NC(=O)Cc1cccs1 | i
Cc1nn(-c2ccccc2)c(C)c1[C@@H]1C=C[C@@H](NC(=O)c2ccco2)C1 | i
Cc1ccccc1NC(=O)N1CCCC(c2n[nH]c(=O)n2-c2ccccc2)C1 (centres undefined) | u
O=C(Nc1ccccc1)Nc1ccc(=O)n2c1[C@@H]1C[C@@H](CN(C(=O)COc3ccccc3)C1)C2 | i
COc1ccc(N2CCCS2(=O)=O)cc1NC(=O)c1ccc(Br)cc1 | i
Cc1nc2sccn2c1C(=O)NCCc1nnc2n1CCNCC2 | u
CN1CC=C2C(C#N)=C(N)C(C#N)(C#N)C(c3cccc(O)c3)C2C1 (centres undefined) | i
O=C(c1ccc(Cl)cc1)c1c[nH]c2c(F)cc(F)cc2c1=O | i
O=C1Nc2ccccc2C1=Nc1ccc(C(=O)c2ccccc2)cc1 | u
CCCN(CCC)C(=O)[C@H]1C(C(=O)O)[C@H]2C=C[C@@H]1C2 (some centres undefined) | i
Cc1nonc1C(=O)N1CCCC(C(=O)c2ccc(Oc3ccccc3)cc2)C1 (centres undefined) | u
COc1ccc(CN2CCC(N3CCCC(C(=O)N4CCCC4)C3)CC2)cc1 (centres undefined) | i
CCCCCN=Cc1sc2ccc(OCC)cc2c1O | 33%*
Cc1cccc(NC(=O)C2CCN(S(=O)(=O)c3cccs3)CC2)n1 | i
O=S(=O)(NCc1ccccc1Cl)c1cccc2cccnc12 | u
O=C(Nc1ccc(N2CCOCC2)cc1)c1cccc([N+](=O)[O-])c1 | 30%*

# (cont.)
SMILES | ST2 inh
CC(C)c1ccc(NC(=O)c2ccccc2[N+](=O)[O-])cc1 | i
CSc1cccc(CN2CCN(C)C3(CCN(C(=O)N(C)C)CC3)C2)c1 | i
N#Cc1ccc(NC(=O)c2noc3c2CCC3)cc1 | i
CC(C)OCCCNC(=O)C1C2C=CC3(CN(Cc4ccccc4Cl)C(=O)C13)O2 (centres undefined) | i
COc1ncccc1C(=O)N1CCCC2(CC1)CNC(=O)O2 (centres undefined) | i
O=c1ccc(=O)n(CCNC2CCN(Cc3ccccc3)CC2)[nH]1 | i
O=C1Nc2ccccc2N(O)N1c1cc(C(F)(F)F)ccc1Cl | u
Cc1cc(C)c(-c2c(-c3ccccc3)ncn2CC2(O)CCN(C)CC2)c(C)c1 | i
COc1cc(C=C2C(=O)c3ccccc3C2=O)ccc1OCC(=O)Nc1ccc(F)cc1 | i
CC(C)N(Cc1c(O)ccc2c(=O)c(-c3ccccc3)coc12)C(C)C | i
COC(=O)C1C(=O)C2=C(CC1C)NC(C)=C(C(=O)OC(C)C)C2c1coc2ccc(C)cc2c1=O (centres undefined) | i
Cc1ccc2nc(-c3ccc(C)o3)c(NC3CCCCC3)n2c1 | u
Cc1ccc(-c2nc3n(n2)C(=O)CC(c2ccc(C)cc2)S3)cc1 (centres undefined) | i
CCCc1[nH]n(-c2nc3ccccc3s2)c(=O)c1C(C)=NCCO | i
CCOc1cc(C(=O)Nc2ccc(Cl)c(N3CCCS3(=O)=O)c2)cc(OCC)c1OCC | i
CC1CCCN(C(=O)CSc2nnc(-c3ccc(Cl)s3)o2)C1 (centres undefined) | i
O=C(CSc1nc2c(c(=O)n1-c1ccc(F)cc1)SCC2)OCc1ccccc1 | u
COc1c(S(=O)(=O)N2CCN(c3ccc(F)cc3)CC2)ccc(Cl)c1Cl | u
Cc1cccc2[nH]c(CCN(C)C(=O)c3ccoc3)nc12 | u
O=C1CC(=O)Nc2cc(S(=O)(=O)N3CCC(c4ccccc4)C3)ccc2N1 (centres undefined) | i
CCCc1[nH]nc2c1C(/C(C)=C/c1ccccc1)C(C#N)=C(N)O2 (centres undefined) | i
COc1ccc(C(=O)N=c2sc3cc(F)ccc3n2C)c(OC)c1 | i
CCN(CC)c1nc(-c2ccc(OC)c(OC)c2)cc(C(F)(F)F)n1 | i
CC(=O)c1cccc(NC(=O)c2noc3c2CC(C(C)(C)C)CC3)c1 (centres undefined) | i
CC1=C[C@@H](CNCCN(C)C)[C@H](C(C)C)C[C@H]1Cc1nnc(C(C)(C)C)o1 | i
CCOC(=O)CSC1=C(C#N)C(c2ccccc2)C(C(C)=O)=C(C)N1 (centres undefined) | i
O=C(Cn1cnc2c(cnn2-c2ccccc2)c1=O)OCc1ccccc1 | i
O=C(CCS(=O)(=O)c1cccc2nsnc12)Nc1cccc(C(F)(F)F)c1 | u
Cc1ccc(N(C(=O)c2ccc(Cl)cc2)C2C=CS(=O)(=O)C2)cc1C (centres undefined) | u
NC(=O)CNC(=O)[C@@]1(O)C[C@@H](O)[C@H](O)[C@@H](NC(=O)NC2CCCCC2)C1 | u
CN(Cc1ccccc1)S(=O)(=O)c1ccc(C(=O)Nc2nnc(-c3cccs3)o2)cc1 | i
N#CC1=C(N)Oc2[nH]c(=O)[nH]c(=O)c2C1c1cccc([N+](=O)[O-])c1 (centres undefined) | i
CCOC(=O)c1[nH]c2ccc(OC)cc2c1NC(=O)CNc1nccs1 | u
Cc1ccc(OCC(O)CN2CCN(c3ccccn3)CC2)c(C)c1 (centres undefined) | i
COc1ccc(Cl)cc1C(=O)Nc1ccc(Nc2nc(C)cc(Nc3ccc(C)cc3)n2)cc1 | u
CCS(=O)(=O)c1ccc2oc([C@H]3CCN(Cc4ccccc4)C3)nc2c1 | i
Cc1ccc(F)c(C(=O)N2CCC(Cc3cccc(C(N)=O)c3)C2)c1Cl (centres undefined) | u
Cc1ncc(Cc2ccccc2)c(C2CCN(C(=O)/C=C/c3cccs3)CC2)n1 | u
Cc1ccc2cc(C)c(-c3ccncc3)nc2c1 | i
O[C@@H]1CN(Cc2cc3n(n2)CCCNC3)CC[C@H]1c1ccc2c(c1)OCO2 | i
CCOc1ccc(CN(C(=O)c2scc3c2OCCO3)C2CC2)cc1 | u
CC1(C)CC(=O)C2=C(C1)NC1=C(C(=O)c3ccccc31)C2c1ccc(O)c(O)c1 (centres undefined) | u
O=C(Nc1cccc(Br)c1)c1cccc(Cl)c1Cl | i
Cc1ccc(-c2nnc(-c3nc(NCc4ccc(F)cc4)c4ccccc4n3)o2)cc1 | u
O[C@H]1CN[C@H](c2nc(-c3ccccn3)no2)C1 | i
CCOc1ccc(NC(=O)CCC2CC(C)(C)OC2=O)cc1 (centres undefined) | i
CCOc1ccccc1N1CCN(S(=O)(=O)c2ccc(Br)cc2)CC1 | u
O=C(COc1ccc2c(c1)C(=O)CC1(CCCCC1)O2)NC1CC1 | i
Clc1ccc2c(c1)c1c3c(nccn32)CCC1 | u
CN(C/C=C/c1ccccc1)C(=O)CC1C(=O)NCCN1Cc1ccoc1 (centres undefined) | i
CCc1ccc(N2C(=O)CSC2c2ccc(Br)cc2)cc1 (centres undefined) | i
CCOC(=O)C1=NN(c2ccc(Br)cc2)C2C(=O)N(c3cccc(Cl)c3)C(=O)C12 (centres undefined) | i
O=C(CN1CCCCCC1)NCCn1nnc2ccccc21 | i
COc1ccccc1C(=O)N/C(=C\c1ccc2c(c1)OCO2)C(=O)N1CCOCC1 | u
C#CCN(Cc1ccccc1Cl)C(=O)CSc1nnc(C)s1 | u
Cc1ccccc1Nc1ncnc2c1cnn2-c1ccccc1 | i
CCCCn1c(CCNC(=O)C(C)(C)C)nc2ccccc21 | i
COc1ccc(OC)c(S(=O)(=O)Nc2ccc(C)cc2)c1 | i
COc1ccc(NC(=O)C(=O)NCC2CCCO2)cc1Cl (centres undefined) | i
COc1cccc(C2=Nn3c(nnc3-c3ccccc3)SC2)c1 | i

# Structures shown so far containing a nitro group on carbon:
SMILES | ST2 inh
CS(=O)(=O)N1CCN(c2ccc([N+](=O)[O-])c(NCCN3CCOCC3)c2)CC1 | i
Cc1ccc(NC(=O)c2cccc([N+](=O)[O-])c2)cc1C | i
O=C1CCCC2=C1C(c1ccc([N+](=O)[O-])cc1)c1c(nc(SCc3ccccc3F)[nH]c1=O)N2 (centres undefined) | i
Cc1c(Br)c([N+](=O)[O-])nn1CCCC(=O)Nc1sc2c(c1C#N)CCCC2 | u
CCN1CCN(C(=O)c2ccc(Cl)cc2[N+](=O)[O-])CC1 | i
O=C(Nc1ccc(N2CCOCC2)cc1)c1cccc([N+](=O)[O-])c1 | 30%*
CC(C)c1ccc(NC(=O)c2ccccc2[N+](=O)[O-])cc1 | i
N#CC1=C(N)Oc2[nH]c(=O)[nH]c(=O)c2C1c1cccc([N+](=O)[O-])c1 (centres undefined) | i

# Five entries drawn at random from those above, as already listed:
SMILES | ST2 inh
O=C(CN1CCCCCC1)NCCn1nnc2ccccc21 | i
CCOc1ccc(NC(=O)CCC2CC(C)(C)OC2=O)cc1 (centres undefined) | i
COc1cccc(C2=Nn3c(nnc3-c3ccccc3)SC2)c1 | i
Cc1ccccc1Nc1ncnc2c1cnn2-c1ccccc1 | i
O=C(Nc1cccc(Br)c1)c1cccc(Cl)c1Cl | i

# (next part)
SMILES | ST2 inh
CN1CCCNC(=O)C12CCN(C(=O)C(=O)Nc1cccc(F)c1)CC2 | i
O=C(Nc1cccc(Cl)c1)Nc1ccc(F)cc1F | i
Cc1c(N=Cc2cc(I)c(O)c([N+](=O)[O-])c2)c(=O)n(-c2ccccc2)n1C | u
CC1=C(C(=O)Nc2ccccn2)C(c2ccc(F)cc2)C2=C(CCCC2=O)N1 (centres undefined) | i
